AMA1 RON2 block: AMA1-RON2 (P. falciparum) interaction inhibition; AlphaScreen AMA1-biotinylated RON2 peptide binding; Potency, µM (series often up to 58.2 µM), for the others: at the top dose activity change, negative = inhibition, actives largely listed as inhibitors; 360,000 compounds, 0.2% hits;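 also: potency is read from the fitted curve at half-maximal effect; 0% = vehicle wells and -100% = peptide control; nearly all actives have a fitted effect of over 45% in size; some results filed as inactive show a strong effect at the top dose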
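AMA1 (3D7) with his tag at 25 nM final met compounds first, then biotinylated RON2 peptide at 25 nM; detection used donor plus acceptor beads, 10 µg/mL apiece, read by AlphaScreen after 30 min at room temperature.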
LmPK inh: LmPK (Leishmania mexicana) enzyme inhibition. Q27686. purified LmPK, Kinase-Glo ATP luminescence, 1 h. Potency, µM (series often up to 57.5 µM), without a hit: top-dose activity change, negative = inhibition, most hits filed as inhibitors. 290,000 compounds, 0.37% hits; also: potency is read from the fitted curve at half-maximal effect
Target sequence (Q27686 whole entry, looked up): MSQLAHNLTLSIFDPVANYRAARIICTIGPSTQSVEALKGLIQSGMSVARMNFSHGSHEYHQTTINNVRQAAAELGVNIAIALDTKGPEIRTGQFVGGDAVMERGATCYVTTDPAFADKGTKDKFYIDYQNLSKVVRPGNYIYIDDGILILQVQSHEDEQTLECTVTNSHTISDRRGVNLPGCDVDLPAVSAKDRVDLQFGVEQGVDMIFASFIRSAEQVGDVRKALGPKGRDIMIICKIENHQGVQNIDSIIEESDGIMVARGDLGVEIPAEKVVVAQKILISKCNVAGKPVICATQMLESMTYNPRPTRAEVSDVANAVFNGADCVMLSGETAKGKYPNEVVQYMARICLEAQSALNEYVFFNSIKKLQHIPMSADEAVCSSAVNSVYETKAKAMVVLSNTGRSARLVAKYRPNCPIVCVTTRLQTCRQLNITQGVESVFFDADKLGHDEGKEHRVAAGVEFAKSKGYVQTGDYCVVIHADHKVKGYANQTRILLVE
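qHTS format; LmPK 0.1 nM; substrates PEP 0.5 mM and ADP 0.1 mM. One-hour room-temperature incubation, then coupled luciferase luminescence; 0.5 nM enzyme wells mark activation.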
Sm TGR block: inhibitors of Schistosoma mansoni thioredoxin glutathione reductase. AID 485364. purified TGR, DTNB reduction, TNB absorbance 405 nm. Potency, µM (titrated, usually from 114 µM), for the others: at the highest dose activity change, negative = inhibition, actives largely listed as inhibitors. 360,000 compounds, 3% hits; also: potency is read from the fitted curve at half-maximal effect; nearly all actives have a fitted effect of over 60% in size
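TGR 20 nM + NADPH 100 uM (dispensed conc.), cpd preinc 15 min RT; start with NADPH (500 uM addition) then DTNB (15 mM addition). Kinetic TNB absorbance, 405 nm filter. Four-parameter Hill fit across titration.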
AmpC inh no detg: inhibitors of E. coli AmpC beta-lactamase without detergent. AmpC nitrocefin hydrolysis, absorbance 480 nm, 0.0001% Triton. Potency, µM (top dose mostly 57.1 µM), inactives show top-dose activity change, negative = inhibition, most hits filed as inhibitors. 330,000 compounds, 0.52% hits;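 also: potency is read from the fitted curve at half-maximal effect; plate controls were no compound for no effect and no enzyme for full effect; nearly all actives have a fitted effect of over 20% in size; some results filed as inactive show a strong effect at the top dose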
Target sequence (P00811 whole entry, looked up): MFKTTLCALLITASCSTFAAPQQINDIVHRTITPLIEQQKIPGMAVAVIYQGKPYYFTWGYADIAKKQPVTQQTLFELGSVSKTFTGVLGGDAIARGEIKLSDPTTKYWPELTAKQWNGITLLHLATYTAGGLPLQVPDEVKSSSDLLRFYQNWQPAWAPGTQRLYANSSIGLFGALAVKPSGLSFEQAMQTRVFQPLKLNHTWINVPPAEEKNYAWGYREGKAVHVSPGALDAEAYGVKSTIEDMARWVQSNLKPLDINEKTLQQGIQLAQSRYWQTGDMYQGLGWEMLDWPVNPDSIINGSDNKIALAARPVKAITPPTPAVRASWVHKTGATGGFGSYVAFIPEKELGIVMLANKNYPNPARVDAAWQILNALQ
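AmpC (5.3 nM in the dispensed reagent) in 20 mM phosphate pH 7.0 with 0.01% (detergent screen) or 0.0001% Triton X-100 was preincubated with compounds for 15 min at room temperature. Nitrocefin was then added from an 800 uM solution, and hydrolysis was followed at 480 nm.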
HCMV antiviral: blocks human cytomegalovirus replication. HFF cells, HCMV-luciferase reporter, 72 h; active compounds read low. activity change, negative = inhibition, % at 57.5 µM. 410,000 compounds, 4.5% hits. AID 1259415; in the data active = activity change below about -60%; inconclusive = no clear call, values can overlap the other calls; inactive = above about -39%
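Compounds were evaluated in HFFs infected with an HCMV luciferase reporter virus (MOI 1 PFU/cell). Luciferase in lysates collected 72 h post infection served as the replication measure.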
AmpC inh detg: inhibitors of E. coli AmpC beta-lactamase with detergent; Potency, µM (highest dose often 114 µM), for inactives: at the top dose activity change, negative = inhibition, usual class: inhibitors; 370,000 compounds, 0.041% hits; AmpC hydrolysis of nitrocefin, absorbance 480 nm, 0.01% Triton; P00811;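 also: potency is read from the fitted curve at half-maximal effect; 0% = no-compound wells and -100% = no-enzyme wells; nearly all actives have a fitted effect of over 25% in size; some results filed as inactive show a strong effect at the top dose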
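20 mM phosphate pH 7.0 + 0.01% (detergent screen) or 0.0001% Triton X-100; 5.3 nM AmpC reagent; cpd preinc 15 min RT; nitrocefin (800 uM stock) to start; A480 q20 s × 4 min; Activity was normalised to no-enzyme and no-compound control wells.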
Tb PYK inh: inhibitors of Trypanosoma brucei pyruvate kinase; Q57TT1; TbPYK enzyme, Kinase-Glo Plus ATP luminescence, 45 min; Potency, µM (series often up to 76.8 µM), for inactives: at the highest dose activity, negative = inhibition, most hits filed as inhibitors; 410,000 compounds, 0.12% hits; AID 624173; also: potency is read from the fitted curve at half-maximal effect; nearly all actives have a fitted effect of over 50% in size
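T. brucei PYK with substrate was exposed to pin-transferred compounds across a concentration series, then started with 130 uM ADP (final). After 45 min at room temperature, Kinase-Glo Plus luminescence was read, normalized and curve-fitted.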
* marks the source's active call; other numbers are inactive results; u = inconclusive; x = no result given; & = joins results of further samples; [ ] = remark or other dose. Unless noted, calls follow the shape of the dose curve; as a rule, active = well fitted curve in the direction sought with a large enough effect; inconclusive = small, poorly fitted or top-dose-only effect, or another doubt; inactive = no such curve, though single readings can be large; an effect the other way counts as inactive or inconclusive. Unless noted, % is scaled to controls: 0 for no effect and ±100 for the full control effect.

The line under a structure holds: AMA1 RON2 block	LmPK inh	Sm TGR block	AmpC inh no detg	HCMV antiviral	AmpC inh detg	Tb PYK inh
- CC1(Br)C2CCCC1C2S(=O)(=O)c1ccccc1 (stereo not given)
→ 4%	1%	0%	-22%	18	-9%	-8%
- CCO[C@@H]1OC(C(=O)NC2CC2)=C[C@H](c2ccc3c(c2)OCO3)[C@H]1CCCO
→ 10%	1%	-17%	3%	0	3%	-2%
- O=C(Cc1ccc(Cl)cc1)NCCc1ccc(F)cc1
→ -5%	x	x	x	4	x	-1%
- Cc1c(NC(=O)C(C)OC(=O)CC2Sc3ccccc3NC2=O)c(=O)n(-c2ccccc2)n1C (stereo not given)
→ -6%	-5%	0%	4%	70	-12%	x
- Cc1cc(C)n(CC(O)CN(c2cccc([N+](=O)[O-])c2)S(=O)(=O)c2ccccc2)n1 (stereo not given)
→ -20%	12%	0%	45%	x	6%	2%
- Cc1ccc(Cl)cc1NC(=S)N(Cc1cccs1)C1CCCC1
→ 31%[activator]	2%	9%	-56%	-15	4%	0%
- COC(=O)C1C2C=CC3(CN(CC4CCCO4)C(=O)C13)O2 (stereo not given)
→ -2%	6%	u	2%	-2	-1%	0%
- COc1ccc(N2CCN(C(=O)c3cccc(F)c3)CC2)c([N+](=O)[O-])c1
→ -12%	-3%	4%	15%	-35	4%	1%
- O=C1OCCC1Sc1nc2ccccc2[nH]1 (stereo not given)
→ 4%	7%	-16%	-15%	-31	-16%	-6%
- C#CCn1c(=NC(=O)c2cccs2)sc2cccc(OC)c21
→ -3%	3%	-5%	-25%	-98*	-13%	1%
- CCc1ccc(NC(=O)c2cc3c(=O)n(Cc4cccnc4)ccc3nc2C)cc1
→ x	x	-12%	x	-20	-8%	2%
- C[C@H]1CN([C@@H](C)CO)C(=O)CCCn2nncc2CO[C@H]1CN(C)C(=O)Oc1cccc2ccccc12
→ -10%	x	x	x	6	x	-1%
- CCOC(=O)C1=C(N)OC2=C(C(=O)CCC2)C12C(=O)N(CC(N)=O)c1ccccc12 (stereo not given)
→ -2%	-4%	-3%	-3%	u	-1%	-3%
- CCN(CC)S(=O)(=O)c1ccc(OC(C)C)c(NC(=O)c2c3c(nc4ccccc24)CCN(Cc2ccccc2)C3)c1
→ -16%	0%	-7%	160%[activator]	-36	1%	3%
- CC1(C)C(=O)Nc2ccccc2N1C(=O)COC(=O)c1ccc(Cl)c(S(=O)(=O)NCc2ccccc2)c1
→ -7%	2%	19%	-27%	-16	1%	u
- Cc1nn(CC(=O)NCc2ccc(-n3cccn3)cc2)c(C)c1[N+](=O)[O-]
→ 0%	-1%	1%	-19%	-23	-8%	0%
- COc1ccccc1N1CCC(N2CCN(CC(C)(C)C)C(CCO)C2)CC1 (stereo not given)
→ 1%	6%	-32%	37%	33	-2%	-5%
- COc1ccc(-c2nnn(CC(=O)N(CC(=O)NCCC(C)C)Cc3cccs3)n2)cc1OC
→ -9%	1%	-6%	71%[activator]	3	-4%	-12%
- C=CC[C@@H](CC(=O)NCCO)C(=O)NC[C@@H](OC(=O)[C@H](CC=C)CC(=O)OC(C)(C)C)c1ccccc1
→ 19%	x	x	176%[activator]	-1	x	4%
- O=C(NCCCC1CCCC1)C1CCC(=O)N(Cc2ccc(Cl)cc2)C1 (stereo not given)
→ -3%	-6%	-2%	194%[activator]	2	3%	0%
- Cc1ccc2c(c1)N(C(=O)NC1CCCCC1)C(C)(C)CC2C (stereo not given)
→ 4%	1%	-23%	-3%	u	-8%	0%
- COc1cc(/C=N/NC(=O)c2ccoc2C)cc(OC)c1O
→ 23%	-3%	-6%	-13%	77	-7%	6%
- CCOC(=O)N1CCN(C(=O)C(C)(C)Oc2ccc(Cl)cc2)CC1
→ -5%	1%	3%	100%[activator]	13	-13%	-2%
- COc1ccc(NC(=O)C2CCN(S(=O)(=O)c3ccc(OC)c(OC)c3)CC2)cc1
→ 0%	1%	3%	-3%	9	-3%	-3%
- CN(Cc1ccco1)S(=O)(=O)c1nnc(NC(=O)c2ccccc2)s1
→ 10%	-2%	u	-45%	4	-2%&22%	-18%&0%
- N#Cc1ccc(/C=C/C(=O)c2ccco2)cc1
→ 5%	2%	u	9%	u	-8%	-3%
- CC1(C)CC(=O)C=C(c2cn[nH]n2)C1
→ 22%	x	x	x	-8	x	2%
- NC(=O)c1cc2c3ccccc3ccn2c1-c1ccccc1
→ 15%	-1%	-15%	-45%	-99*	-2%	-3%
- CC(C)Oc1nc(-c2ccccc2Cl)nc2ccccc12
→ -9%	-4%	5%	-6%	1	2%	-1%
- CC(C)(C)C(=O)COC(=O)c1ccc(N)c([N+](=O)[O-])c1
→ 15%	-22%	1%	-16%	-19	1%	-5%
- COCCNC(=S)N/N=C(\C)c1ccc(OC(F)F)cc1
→ 71%[activator]	0%	u	-9%	-10	-10%	6%
- Cc1cc(NCCCN2CCOCC2)n2ncc(-c3ccccc3)c2n1
→ 2%	-1%	1%	158%[activator]	112	-5%	-12%
- NC1=NC(=Nc2ccc(Br)cc2)c2ccccc21
→ -2%	-4%	0%	-30%	-61*	-10%	0%
- Cc1cc(C)nc(NCCC(=O)O)n1
→ -7%	0%	4%	-11%	-21	u	-3%
- Cc1ccc(NC(=O)COC(=O)c2cccc(S(=O)(=O)N3CCCCCC3)c2)cc1
→ 1%	x	x	x	44	x	-2%
- COc1ccc2nc(Cl)c(C#N)cc2c1
→ -11%	6%	-12%[57.1 µM]	-23%	-36	-1%	-2%
- Cc1ccc(-c2cc(C(=O)N/N=C/c3ccoc3)c3ccccc3n2)cc1
→ 37%[activator]	-8%	-17%	-27%	3	u	9%
- CC1(COS(N)(=O)=O)CCCCC1
→ 4%	4%	8%	-19%	x	10%	-3%
- Cc1cc(C)n(C(=O)CCNC(=O)c2ccccc2Cl)n1
→ 0%	6%	-22%	-9%	-9	u	4%
- COc1cccc(/C=C/C(=O)OCC(=O)NC(=O)NC2CCCC2)c1
→ -8%	x	-3%	-9%	35	-1%	-9%
- C=CCOC(=O)C1=C(C)NC(=O)NC1C1CC=CCC1 (stereo not given)
→ 0%	15%	-4%[11.4 µM]	-4%	-11	u	1%
- CC(=O)c1cn(CC(=O)Nc2ccc(C)cc2C)c2ccccc12
→ 0%	0%	-9%	1%	u	-3%	-6%
- CCOC(=O)c1sc2nc(C)nc(SCC(=O)N(C)C3CCS(=O)(=O)C3)c2c1C (stereo not given)
→ 32%[activator]	1%	-2%	3%	u	1%	3%
- COc1ccc(-c2csc(N3CCN(C(=O)c4ccco4)CC3)n2)cc1
→ -25%	-1%	5%	44%	u	2%	-4%
- O=S1(=O)N[C@H](Cc2ccccc2)COc2cccc(N3CCN(Cc4ccccc4F)CC3)c21
→ -28%	x	x	x	2	x	0%
- Cc1cccc(-c2noc(CN(C(=O)c3ccc(Br)o3)C(C)C)n2)c1
→ u	2%	-2%	27%	19	-5%	5%
- C/C(=N\NC(=O)COc1c(C)cccc1C)c1cccs1
→ -6%	-1%	5%[57.1 µM]	-18%	-2	-7%	3%
- CN(C(=O)c1ccc(OC2CCN(C(=O)c3cccnc3)CC2)cc1)C1CCCCC1
→ -11%	2%	9%	106%[activator]	44	7%	0%
- CC(C)N1CCC(N2CCN(Cc3cnc(-c4ccccc4)s3)CC2CCO)CC1 (stereo not given)
→ 3%	3%	7%	-9%	24	1%	-4%
- COc1cccc2c(=O)c(C(=O)NCCc3ccccc3)c[nH]c12
→ 8%	x	x	x	78	x	1%
- CCN(CC(=O)NCc1ccc2c(c1)OCO2)S(=O)(=O)c1ccc(F)cc1
→ 1%	-1%	-7%	4%	-6	-1%	1%
- Cc1nn(CC(C)C)c(Cl)c1C(=O)NCC1CCCO1 (stereo not given)
→ 16%	x	x	x	18	x	-3%
- O=C(NCc1ccncc1)C12CC3CC(CC(C3)C1)C2
→ 3%	4%	-1%	-8%	-22	2%	-6%
- CCc1ccc2occ(CC(=O)Nc3ccc(C)c(C)c3)c2c1
→ x	x	2%	x	-27	-13%	3%
- Cc1csc2nc(COC(=O)c3ccc(NC(=O)COc4ccccc4F)cc3)cc(=O)n12
→ x	x	3%	x	14	7%	-5%
- CC(C)OC(=O)CSc1nc(N)c(C#N)cc1C#N
→ -2%	1%	6%	-14%	u	1%	-3%
- O=C1N[C@H](Cc2ccccc2)COC(=O)[C@H](Cc2ccc(F)cc2)CC/C=C/C[C@H]1CC(=O)N(CCO)Cc1ccccc1
→ -7%	x	x	206%[activator]	-27	x	0%
- Cc1ccc(NC(=O)C(Cc2ccccc2)NS(=O)(=O)c2ccc3c(c2)oc(=O)n3C)cc1C (stereo not given)
→ x	x	-1%	x	1	u	1%
- O=C(NCCc1ccc(Cl)cc1)c1ccc(CSCc2cccc(Cl)c2)o1
→ x	x	2%	x	1	12%	4%
- c1ccc(C(OCCN2CCN(c3ncccn3)CC2)c2ccccc2)cc1
→ 4%	x	x	x	-36	x	-2%

Three compounds from above, showing only AmpC inh no detg:
compound	AmpC inh no detg
CC(C)N1CCC(N2CCN(Cc3cnc(-c4ccccc4)s3)CC2CCO)CC1 (stereo not given)	-9%
CCOC(=O)c1sc2nc(C)nc(SCC(=O)N(C)C3CCS(=O)(=O)C3)c2c1C (stereo not given)	3%
CC(C)OC(=O)CSc1nc(N)c(C#N)cc1C#N	-14%

Remaining list, next part.
The line under a structure holds: AMA1 RON2 block	LmPK inh	Sm TGR block	AmpC inh no detg	HCMV antiviral	AmpC inh detg	Tb PYK inh
- CCC(C)(C)C(=O)Nc1cc([N+](=O)[O-])ccc1F
→ -11%	-2%	-8%	-4%	-18	u	-1%
- CCSc1nc2ccccc2n1CCC(=O)O
→ -3%	2%	-2%	-11%	44	-6%	-5%
- CN1CCN(C(=S)c2ccc(-c3cc(Cl)ccc3Cl)o2)CC1
→ u	-2%	11%	131%[activator]	-7	-4%	-12%
- CC(C)C(OC(=O)C1=Cc2ccccc2OC1)C(=O)NC1CCCC1 (stereo not given)
→ 23%	0%	-2%	-20%	-24	-11%	-4%
- Cc1ccc(CNC(=O)CCc2c(C)nn(-c3ccc(N4CCCCC4)nn3)c2C)cc1
→ x	x	29%	x	-1	25%	-1%
- CO/N=C/Cc1c([N+](=O)[O-])c(C)nn1C
→ 2%	2%	1%	-18%	20	-1%	3%
- Cc1ccc(-c2cc(-c3ccccc3)c(C#N)c(Br)n2)cc1
→ 14%	3%	-7%	-19%	-4	-7%	-7%

High-throughput results as filed in PubChem BioAssay.
